Screening data as filed in PubChem.
KDM5B inh: blocks human KDM5B histone demethylase activity. Q9UGL1. KDM5B demethylase, FDH-coupled NADH fluorescence (FDH is formaldehyde dehydrogenase). Potency, µM (doses to about 57.7 µM), for the others: at the highest dose activity change, negative = inhibition, actives largely listed as inhibitors. hit rate 2.6% among 220,000; active = well fitted inhibition curve with a large enough effect; inconclusive = small, poorly fitted or top-dose-only effect; inactive = no such curve, though single readings can be large or run the other way; note: 0% is about no effect; nearly all actives have a fitted effect of over 70% in size
Target sequence (Q9UGL1 whole entry, looked up): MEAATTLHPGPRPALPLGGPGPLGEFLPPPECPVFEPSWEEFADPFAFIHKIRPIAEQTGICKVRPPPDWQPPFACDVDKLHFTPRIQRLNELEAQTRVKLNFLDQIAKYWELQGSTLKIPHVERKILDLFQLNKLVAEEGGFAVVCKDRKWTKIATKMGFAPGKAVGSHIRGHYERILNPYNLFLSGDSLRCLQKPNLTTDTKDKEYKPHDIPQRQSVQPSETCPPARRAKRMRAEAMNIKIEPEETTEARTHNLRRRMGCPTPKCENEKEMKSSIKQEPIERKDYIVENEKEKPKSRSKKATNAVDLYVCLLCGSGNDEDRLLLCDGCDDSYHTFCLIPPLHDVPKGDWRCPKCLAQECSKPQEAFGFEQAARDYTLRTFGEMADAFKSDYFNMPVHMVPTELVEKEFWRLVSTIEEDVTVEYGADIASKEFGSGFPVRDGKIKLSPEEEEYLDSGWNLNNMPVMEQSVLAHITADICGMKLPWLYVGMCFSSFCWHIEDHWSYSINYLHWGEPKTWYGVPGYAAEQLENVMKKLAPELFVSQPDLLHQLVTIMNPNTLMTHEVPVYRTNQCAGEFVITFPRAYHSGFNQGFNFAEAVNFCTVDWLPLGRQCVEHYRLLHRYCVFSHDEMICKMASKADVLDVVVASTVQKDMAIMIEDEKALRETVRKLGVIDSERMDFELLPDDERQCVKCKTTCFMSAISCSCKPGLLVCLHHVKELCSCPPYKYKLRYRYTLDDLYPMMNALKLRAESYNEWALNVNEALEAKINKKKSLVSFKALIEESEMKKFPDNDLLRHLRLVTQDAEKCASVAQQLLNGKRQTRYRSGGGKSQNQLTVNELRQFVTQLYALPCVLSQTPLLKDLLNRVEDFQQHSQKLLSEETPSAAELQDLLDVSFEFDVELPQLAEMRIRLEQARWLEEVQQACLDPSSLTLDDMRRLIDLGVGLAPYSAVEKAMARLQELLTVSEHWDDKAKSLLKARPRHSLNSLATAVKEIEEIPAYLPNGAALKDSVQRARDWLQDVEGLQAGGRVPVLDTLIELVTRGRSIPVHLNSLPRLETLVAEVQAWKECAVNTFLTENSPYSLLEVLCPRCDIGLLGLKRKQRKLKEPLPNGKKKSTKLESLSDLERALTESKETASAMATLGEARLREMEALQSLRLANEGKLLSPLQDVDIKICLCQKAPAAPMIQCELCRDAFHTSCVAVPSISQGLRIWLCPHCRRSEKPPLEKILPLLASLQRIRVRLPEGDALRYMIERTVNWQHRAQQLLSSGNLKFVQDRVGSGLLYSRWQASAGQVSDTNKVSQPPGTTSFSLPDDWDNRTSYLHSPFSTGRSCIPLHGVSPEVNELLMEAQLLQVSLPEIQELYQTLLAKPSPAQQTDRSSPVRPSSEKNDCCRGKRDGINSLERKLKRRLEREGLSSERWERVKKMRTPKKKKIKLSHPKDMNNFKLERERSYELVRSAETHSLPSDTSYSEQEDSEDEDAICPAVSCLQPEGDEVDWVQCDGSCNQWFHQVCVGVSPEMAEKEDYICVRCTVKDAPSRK
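qHTS format, multiple compound concentrations. Buffer 50 mM HEPES pH 7.5/0.01% Tween-20; 200 nM KDM5BΔAP final; 10 min compound preincubation; substrate-mix levels 12.5 µM peptide, 25 µM α-KG, 0.25 mM NAD⁺; 30 min RT; ΔRFU.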
* marks the source's active call; other numbers are inactive results; ? = inconclusive; & = joins results of further samples; [ ] = another dose, or the depositor's remark. Potency is the fitted concentration of half-maximal effect.

KDM5B inh	mol
10%	CNC(=O)CC1COCCN1C(=O)CCCc1nc(-c2cccc(C)c2)no1 (stereo unspecified)
-10%	CCOc1cc(=O)n2c(c1C(=O)Nc1cc(F)cc(F)c1)CCCC2
13%	COc1ccc(NC(=S)NNC(N)=O)cc1
9%	N[C@@H](Cc1cnc[nH]1)C(=O)N1CCC2(CC1)CC(=O)N(Cc1ccccc1)C2
?	O=C(Cn1ccn2nc3c(c2c1=O)CCCC3)Nc1ccc(C(F)(F)F)cc1
?	O=C(NC[C@H]1O[C@@H](CO)[C@@H](O)[C@H]1N1CCN(c2cccc(C(F)(F)F)c2)CC1)c1ccc(C(F)(F)F)cc1
-3%	Cc1ccc(OCC(=O)Nc2ccc(S(=O)(=O)Nc3ncccn3)cc2)c(C(C)(C)C)c1
?	COc1ccccc1N1CCN(C(=O)Nc2cn(CC(C)C)c(=O)c3ccccc23)CC1
-24%	CC(C)CCNC(=O)C1CCCN(Cc2cccnc2)CCC(=O)NCC1 (stereo unspecified)
17%	COc1ccc(-c2csc(NC(=O)CC(NC(C)=O)c3ccccc3)n2)cc1OC (stereo unspecified)

5 structures already listed, sorted by length of the SMILES, smallest number first.
KDM5B inh	mol
13%	COc1ccc(NC(=S)NNC(N)=O)cc1
-24%	CC(C)CCNC(=O)C1CCCN(Cc2cccnc2)CCC(=O)NCC1 (stereo unspecified)
-10%	CCOc1cc(=O)n2c(c1C(=O)Nc1cc(F)cc(F)c1)CCCC2
?	COc1ccccc1N1CCN(C(=O)Nc2cn(CC(C)C)c(=O)c3ccccc23)CC1
9%	N[C@@H](Cc1cnc[nH]1)C(=O)N1CCC2(CC1)CC(=O)N(Cc1ccccc1)C2

Continued.
KDM5B inh	mol
19%	C=CCOC(=O)C1=C(C)N(Cc2cccc(Cl)c2)C(=O)CC1c1ccccc1Cl (stereo unspecified)
-12%	C=CCOC(=O)Oc1ccc2c(=O)c(Oc3ccc(CC)cc3)c(C(F)(F)F)oc2c1
7%	COc1ccc(-c2nc(-c3nnn4c3COC(c3ccc(C)cc3)C4)no2)cn1 (stereo unspecified)
-7%	COc1ccccc1NC(=O)C1CCN(c2nccnc2Sc2ccc(C)cc2)CC1
40µM*	COc1ccc(-c2cc(-c3cn[nH]c3)c3cncn3c2)cn1
12%	Cc1cc2nc(SCC(=O)Nc3ccc(F)c(Cl)c3)[nH]c(=O)c2[nH]1
25%	O=C(O)CC1(CC(=O)NC2CCN(Cc3ccccc3)CC2)CCCC1
17%	C=CCN(Cc1nc(-c2ccccc2)no1)C(=O)c1ccoc1C
-32%	CCC(=O)N1CCc2cc(Br)cc(S(=O)(=O)N3CCCC(C(=O)Nc4cccc(C)c4C)C3)c21 (stereo unspecified)
-10%	COc1ccc(Nc2nc3c(S(=O)(=O)c4ccc(C)cc4)nnn3c3ccsc23)cc1Cl
10%	O=C(Cc1ccccc1O)NCc1cccnc1Oc1ccc(F)cc1F
35µM*	O=c1ncn(Cc2ccccc2)c2ccc(-c3ccsc3)nc12
?	COc1cccc(CNC(=O)Cn2ncc3ccc(OC)c(OC)c3c2=O)c1
-5%	CSC1=N/C(=C\c2cccc(OCc3ccccc3)c2)C(=O)S1
7%	COCCC1(NC(=O)C2CCOCC2)CCN(C(=O)c2cccnc2C)CC1
7%	C/C(=N/N=C(c1ccccc1)c1ccccc1)c1cccnc1
7%[86.2 µM]	CC1(C(=O)NCCCn2ccnc2)COCc2cnc(Nc3ccccc3)nc21 (stereo unspecified)
?	COc1ccc(OC)c2nc(-c3cccc(Cl)c3)c(CN3CCCC(O)C3)cc12 (stereo unspecified)
?	COCCn1cnc2ccc(Nc3ccc(C(F)(F)F)cc3)nc2c1=O
?	CN(CCO)c1cccc2c1S(=O)(=O)N(Cc1cn(Cc3cccc(C(F)(F)F)c3)nn1)Cc1ccccc1O2
2%	O=C(NCc1ccc(Cl)cc1)c1ccc2c(c1)nnn2C1CCCC1
34%[activator]	COc1cccc(CCc2ccccc2C(=O)N2CC[C@](C)(O)[C@H](C)C2)c1
19%	O=C(CSc1nnc(CNC(=O)c2cccc(C(F)(F)F)c2)o1)NC1CCCCC1
-15%	COc1ccccc1C(=O)N1CCc2cn(C)c3cccc(c23)C1
-9%	CCCN(CC(=O)Nc1ccccc1C(=O)Nc1cccc(C)c1)Cc1nnc(-c2ccco2)o1
16%	O=C(NC1CCCCCC1)c1cc(Cl)nc(Cl)c1
20µM*	Cc1ccc(C)c(-n2nc(-c3c(C)nc4scc(CC(=O)NCc5ccco5)n4c3=O)cc2C)c1
-7%	O=C(CCC(F)(F)F)NC1CC(=O)N(CCCc2ccccc2)C1 (stereo unspecified)
?	COc1ccc(C(c2c(O)cc(C)n(Cc3ccco3)c2=O)N2CCN(c3ccccc3)CC2)cc1 (stereo unspecified)
?	O=C(NC1CCN(c2cc(C(F)(F)F)ncn2)CC1)c1ccco1
-21%	NC(=O)C1CCN(C(=O)C(=O)NCCNC(=O)c2cc3ccccc3[nH]2)CC1
?	COC(=O)c1cc(NC(=O)[C@H](CCS(C)(=O)=O)N2Cc3ccccc3C2=O)cc(C(=O)OC)c1
9%	COCCn1c(SC(C)C(=O)NC(N)=O)nnc1-c1cccc(C)c1 (stereo unspecified)
22%[86.2 µM]	CC(=O)N1CCC(NC[C@@H]2C=C(C)[C@H](Cc3nc4ccncc4[nH]3)C[C@H]2C(C)C)CC1
-9%[86.2 µM]	O=C(NC[C@H]1OC[C@@H](NCc2ccccc2O)[C@@H]1O)c1cccs1
4%	O=C(NCCc1ccccc1)c1nc(-c2ccc3[nH]ccc3c2)no1
-14%	CCOc1ccc(CC(=O)NC2CCN(c3cc(-c4ccc(Cl)cc4)[nH]n3)CC2)cc1OCC
28%	COc1ccc(CCN2C(=NC(=O)CC(C)C)SC3CS(=O)(=O)CC32)cc1OC (stereo unspecified)
-3%	CC(Sc1ncnc2nc[nH]c12)C(=O)Nc1ccc(Oc2ccccc2)cc1 (stereo unspecified)
25µM*	CN1Cc2cccn2CC1CNC(=O)c1cccc(F)c1 (stereo unspecified)
0%	CS(=O)(=O)Nc1ccc(C2(C(=O)NCc3ccccc3Cl)CCCCC2)cc1
-25%	CCCCc1nc(NCCN(C)C)c(C#N)c2c1CCCC2
19%	Cc1ccccc1-c1noc(CNCc2nc3ccc(Cl)cc3[nH]2)n1
18%	CC(C)NC(=O)O[C@@H]1CC[C@]2(C)C(CC[C@@H](O)[C@H]2CC(=O)NCc2ccccc2)[C@]1(C)CO (stereo partly specified)
-24%	O=C([C@@H]1C[C@H](F)CN1S(=O)(=O)Cc1cccc(Cl)c1)N1CCc2ccccc2C1
14%	Nc1nccnc1C(=O)Nc1cccc(NC(=O)c2cccnc2)c1
3%	Cc1ccc(S(=O)(=O)Nc2ccc(C)n(CC(=O)NC(C)c3ccccc3)c2=O)cc1 (stereo unspecified)
-4%	O=C1CCN(C(=O)Nc2ccccc2F)CCCC(c2nc(-c3cccnc3)no2)CCN1 (stereo unspecified)
21%	CC(C)C(NC(=O)c1ccc(C(C)(C)C)cc1)C(=O)NCC1(N(C)C)CCCCC1 (stereo unspecified)
0%	COCc1nc(C2CCN(C(=O)C3CCOCC3)C2)no1 (stereo unspecified)

Structures above that have a thiophene ring, fused or not (three):
KDM5B inh	mol
-10%	COc1ccc(Nc2nc3c(S(=O)(=O)c4ccc(C)cc4)nnn3c3ccsc23)cc1Cl
35µM*	O=c1ncn(Cc2ccccc2)c2ccc(-c3ccsc3)nc12
-9%[86.2 µM]	O=C(NC[C@H]1OC[C@@H](NCc2ccccc2O)[C@@H]1O)c1cccs1

The list goes on.
KDM5B inh	mol
4%	COCCC1(NC(=O)CCc2ccc(OC)cc2)CCN(C2CCOCC2)CC1
30%	COc1cccc(N2CN(CCc3ccccc3)CNC2=S)c1
35%[activator]	C=CCSC(C)C(=O)N1CCCn2nc(C(=O)OC)cc2C1 (stereo unspecified)
-24%	COC[C@@H]1CN(C(=O)c2ccc3ccccc3n2)C[C@H]1c1ccncc1
-29%	CCOc1ccc(NS(=O)(=O)c2ccc3c(c2)NC(=O)CCS3)cc1
?	O=C(O)Cn1ccc2cc(OCc3cccc(-c4ccncc4)c3)cnc21
22%	COc1ccc(CNC(=O)Cc2c(C(=O)O)[nH]c3ccccc23)c(OC)c1
2%	CCNC(=O)c1cc2cc(N(C)S(C)(=O)=O)ccc2s1
?	CN(C)CCNC(=O)Cn1c(=O)c2cccn2c2ccc(F)cc21
11%	O=C(CCCC(=O)OCC(=O)c1ccc(Cl)cc1)NC1CCCCC1
28%	COc1ccc(C(=O)Nc2cccc(-c3nnc4n3CCCC4)c2)cc1OC
6%	O=C(CN1CCOCC1)Nc1ccccc1C(=O)Nc1ccccc1
5%	CCN(C(=O)CSc1ncnc2ccccc12)c1ccccc1
-30%	CC1=C(C(=O)N2CCN(c3cc(C)ccc3C)CC2)C2(CCC(C)CC2)OC1=O (stereo unspecified)
-12%	CSc1nnnn1-c1cccc(NC(=O)c2cccc(Cl)c2)c1
-8%[86.2 µM]	COCCOCC1(CNC(=O)COc2ccccc2)C[C@@H](O)[C@@H](O)C1 (stereo partly specified)
-12%&3%	COc1cc(CN(C(=O)c2cc3ccccc3oc2=O)C2CCS(=O)(=O)C2)cc(OC)c1OC (stereo unspecified)
-11%	Cc1nc2ccc3nc(C)sc3c2s1
-12%	CCn1cc2nc(SCc3cccc(C(F)(F)F)c3)n(Cc3ccc(OC)cc3)c(=O)c2n1
17%	O=C(NC12CC3CC(CC(C3)C1)C2)C1CC=CCC1 (stereo unspecified)

Part of the list above, reformatted:
canonical_smiles | KDM5B inh
CCOc1cc(=O)n2c(c1C(=O)Nc1cc(F)cc(F)c1)CCCC2 | -10%
COc1ccc(NC(=S)NNC(N)=O)cc1 | 13%

The listing continues.
KDM5B inh	mol
22%	O=C(OCc1nc2ccccc2o1)c1ccc(F)cc1
-3%	O=S(=O)(NCc1ccc(N2CCOCC2)nc1)c1cc(Br)ccc1Br
-11%	Cc1cc(=O)n(CC(=O)Nc2ccc(F)cc2)c(-c2ccc(F)cc2)n1
34%[activator]	Cc1c2cnn(CC(=O)NCc3ccc(Cl)cc3)c(=O)c2c(C)n1Cc1ccc(F)cc1
47%[activator]	CCC(NC(=O)C1CCCC1)c1ccccc1 (stereo unspecified)
-18%	CCOC(=O)c1ccc(CNC(=O)N2CCC3(CC2)CC(OCC)CCO3)cc1 (stereo unspecified)
-17%	COc1ccc(N2C(=O)c3ccccc3NC2c2cnn(-c3ccccc3)n2)c(OC)c1 (stereo unspecified)
35µM*	COc1ccc(-c2cnc3[nH]cc(CC(=O)N4CCCC4)c3c2)cc1
?	CN(C)c1cccc(C(=O)Nc2nc3ccc(S(=O)(=O)NC(C)(C)C)cc3s2)c1
-15%[86.2 µM]	COc1ccc(S(=O)(=O)N2CCOC[C@H](Oc3cnccn3)C2)cc1
10%	O=C1Nc2ccccc2CCC1n1nc(-c2ccccc2)ccc1=O (stereo unspecified)
?	CCOc1ccccc1-c1noc(-c2ncn3c2COC(c2ccc(OC)cc2)C3)n1 (stereo unspecified)
-8%	CN(C)CCCNC(=S)Nc1ccc(-c2ccccc2)cc1
33%	C=CCn1c(SCC(C)=O)nnc1-c1ccc2ncccc2c1
4%	CN1Cc2ncnc(NCc3cccnc3)c2CN(c2ccccc2)C1=O
0%	Cc1ncc2c(n1)CCCN(CC(=O)NC1CCCCCC1)C2=O

4 compounds picked at random from those above:
KDM5B inh	mol
10%	O=C1Nc2ccccc2CCC1n1nc(-c2ccccc2)ccc1=O (stereo unspecified)
0%	Cc1ncc2c(n1)CCCN(CC(=O)NC1CCCCCC1)C2=O
?	CCOc1ccccc1-c1noc(-c2ncn3c2COC(c2ccc(OC)cc2)C3)n1 (stereo unspecified)
4%	CN1Cc2ncnc(NCc3cccnc3)c2CN(c2ccccc2)C1=O

These rows are one share of the data. The share of hits here may be higher or lower than overall.
